Assay outcomes as filed in PubChem.
Nrf2 activator: qHTS of Nrf2 Activators. AREc32 ARE-luciferase reporter (MCF7-derived line), luminescence, 24 h. Potency, µM (top dose mostly 46.1 µM), for inactives: top-dose activation, hits mostly activators. hit rate 0.31% among 410,000. AID 624171, 2012; also: % of control where 0% means no effect; nearly all actives have a fitted effect of over 65% in size
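Reporter line AREc32 (ARE-Fluc), seeded overnight in OPTI-MEM with 5% FBS; compound pin-transferred, 24 hr at 37 deg C, 5% CO2; luminescent read-out.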
MCF10A rerep: A quantitative high throughput screen for small molecules that induce DNA re-replication in MCF 10a normal breast cells | MCF 10A DNA re-replication, Hoechst nuclear intensity, 48 h | Potency, µM (top dose mostly 46.1 µM), for inactives: top-dose activity, positive = re-replication, actives largely listed as activators | hit rate 2.9% among 350,000; also: % of control where 0% means no effect; nearly all actives have a fitted effect of over 50% in size
A549 viability: Nrf2 qHTS screen for inhibitors: counterscreen for cytotoxicity | AID 504648, 2011 | A549 ARE-Fluc cells, CellTiter-Fluor viability, 18-24 h | hit rate 0.16% among 390,000 | Potency, µM (doses to about 46 µM), without a hit: at the highest dose activity change, negative = cytotoxicity, actives largely listed as inhibitors; also: % is scaled to controls: 0 for no effect and ±100 for the full control effect
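A549 ARE-Fluc cells in 5% FBS OPTI-MEM, 5000 cells/well, rested 2 h then exposed to compounds in concentration-response for 18-24 h at 37 °C. Viability by CellTiter-Fluor fluorescence (Ex 405/Em 525) after 30 min; luciferase luminescence (BugLite, 15 min, RT) read afterwards.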
TGFb SMAD3 inh: qHTS for Inhibitors of TGF-b. HepG2 CAGA-GFP TGF-b/SMAD3 reporter, GFP fluorescence, 18 h; TGF-beta stimulated, 500 pg/mL final. Potency, µM (titrated, usually from 46.1 µM), without a hit: top-dose activity, negative = inhibition, actives largely listed as inhibitors. hit rate 1.2% among 410,000. AID 588855, 2011; also: % is scaled to controls: 0 for no effect and ±100 for the full control effect; nearly all actives have a fitted effect of over 65% in size
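Read-out: total well GFP (ex488/em500-530) summed from mean per-cell fluorescence. Cells: HEPG2 CAGA-GFP, 1% FBS DMEM, 18 h at 37 degrees C with 500 pg/mL final TGF-beta. Unstimulated wells served as the full-inhibition control; stimulated DMSO wells = 0%.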
S2 tox: Viability Counterscreen for Primary qHTS for Inhibitors of ATXN expression | S2 cells (HEK-293 line with an ATXN2-luciferase reporter) viability, CellTiter-Fluor protease fluorescence, 24 h | Potency, µM (highest dose often 56.7 µM), usual class: cytotoxic | hit rate 0.49% among 400,000; also: nearly all actives have a fitted effect of over 40% in size
Nrf2 block: Nrf2 qHTS screen for inhibitors. A549 ARE-Fluc reporter, luciferase luminescence, 18-24 h. Potency, µM (top dose mostly 46 µM), inactives show at the top dose activity change, negative = inhibition, actives largely listed as inhibitors. hit rate 2.1% among 360,000; also: % is scaled to controls: 0 for no effect and ±100 for the full control effect; nearly all actives have a fitted effect of over 60% in size
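Quantitative HTS in A549 cells stably bearing an antioxidant response element-firefly luciferase construct. Inhibition of Nrf2-driven transcription was scored by luminescence after 18-24 h of compound exposure at 37 °C.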
EPAC2 antagonist: qHTS for Antagonist of cAMP-regulated guanine nucleotide exchange factor 2 (EPAC2): primary screen; Rap guanine nucleotide exchange factor 4 (Homo sapiens), Q8WZA2; EPAC2 GEF exchange of Rap1B-BODIPY-GDP, fluorescence; Potency, µM (highest dose often 114 µM), without a hit: at the highest dose activity, negative = inhibition, usual class: inhibitors; hit rate 0.18% among 360,000; AID 720708, 2013; also: % is scaled to controls: 0 for no effect and ±100 for the full control effect; nearly all actives have a fitted effect of over 45% in size; many of its hits are not listed in these tables
Target sequence (Q8WZA2 whole entry, looked up): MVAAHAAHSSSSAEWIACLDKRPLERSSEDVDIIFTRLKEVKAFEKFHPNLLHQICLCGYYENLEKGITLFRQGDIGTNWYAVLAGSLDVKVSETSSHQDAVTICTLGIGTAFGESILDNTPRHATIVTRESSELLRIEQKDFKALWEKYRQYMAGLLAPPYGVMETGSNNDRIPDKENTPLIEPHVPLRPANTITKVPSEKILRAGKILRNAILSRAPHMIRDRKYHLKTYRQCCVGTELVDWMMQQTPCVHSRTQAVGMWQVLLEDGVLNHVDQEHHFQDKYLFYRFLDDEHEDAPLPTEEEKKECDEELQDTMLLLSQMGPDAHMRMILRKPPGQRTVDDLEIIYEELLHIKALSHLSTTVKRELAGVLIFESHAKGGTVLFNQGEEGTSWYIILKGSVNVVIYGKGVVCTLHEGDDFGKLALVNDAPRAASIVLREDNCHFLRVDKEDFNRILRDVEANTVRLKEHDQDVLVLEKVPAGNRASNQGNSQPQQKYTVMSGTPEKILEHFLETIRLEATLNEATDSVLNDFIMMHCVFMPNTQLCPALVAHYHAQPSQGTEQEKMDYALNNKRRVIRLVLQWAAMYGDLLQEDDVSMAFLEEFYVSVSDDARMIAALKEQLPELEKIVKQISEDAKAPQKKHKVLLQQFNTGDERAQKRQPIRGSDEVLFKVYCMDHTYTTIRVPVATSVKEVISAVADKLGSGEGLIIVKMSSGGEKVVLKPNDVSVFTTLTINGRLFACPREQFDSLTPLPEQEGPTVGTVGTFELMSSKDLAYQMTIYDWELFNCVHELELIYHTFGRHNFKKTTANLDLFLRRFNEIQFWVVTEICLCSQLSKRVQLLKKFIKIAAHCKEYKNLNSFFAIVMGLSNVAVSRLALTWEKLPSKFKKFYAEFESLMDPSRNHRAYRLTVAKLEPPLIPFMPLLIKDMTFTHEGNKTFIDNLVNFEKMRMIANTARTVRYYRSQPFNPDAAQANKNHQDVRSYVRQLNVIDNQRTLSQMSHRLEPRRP
HepG2 viability: qHTS for Inhibitors of TGF-b: Cytotox Counterscreen | HepG2 CAGA-GFP viability, ATP luminescence, 18 h | Potency, µM (highest dose often 46.1 µM), inactives show at the top dose activity change, negative = cytotoxicity, usual class: cytotoxic | hit rate 0.76% among 410,000; also: some results filed as inactive show a strong effect at the top dose
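CellTiter-Glo luminescence gave cytotoxicity after 18 hours at 37 degrees C. The cells were HepG2 CAGA-GFP in 1% FBS DMEM, stimulated with 500 pg/mL TGF-beta after compound addition. %Activity was normalised to no-cell wells (complete cell-killing) and DMSO (no toxicity), and curves were fitted and classified.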
ATXN2 expr inh: Primary qHTS for Inhibitors of ATXN expression. HEK-293 ATXN2-luciferase reporter, luminescence, 24 h. Potency, µM (doses to about 57 µM), for inactives: at the highest dose activity change, negative = inhibition, usual class: inhibitors. hit rate 0.72% among 360,000. AID 1745845, 2022; also: % is scaled to controls: 0 for no effect and ±100 for the full control effect; nearly all actives have a fitted effect of over 55% in size
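qHTS (up to 57 uM final) was run with 24 h compound exposure of reporter cells at 37 °C. Each well was multiplexed: SteadyGlo luminescence measured ATXN2-luciferase expression after a fluorogenic Gly-Phe-AFC viability readout (25 uM final).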
Starred values were filed as active, the others as inactive; i = inactive; ? = inconclusive; · = no result given; & = joins results of further samples; [ ] = another dose, or the depositor's remark. Calls follow the shape of the dose curve; as a rule, active = well fitted curve in the direction sought with a large enough effect; inconclusive = small, poorly fitted or top-dose-only effect, or another doubt; inactive = no such curve, though single readings can be large; an effect the other way counts as inactive or inconclusive. Potency is read from the fitted curve at half-maximal effect. Only part of the results is shown; the hit share may differ from the screen's.

SMILES	Nrf2 activator	MCF10A rerep	A549 viability	TGFb SMAD3 inh	S2 tox	Nrf2 block	EPAC2 antagonist	HepG2 viability	ATXN2 expr inh
CC(C)Oc1cc(-n2c(=S)[nH]c3ccccc3c2=O)c(Cl)cc1Cl	3.4%	84%	-14%	?	i	·	-18%	-20%	-9%
COc1cc(OC)cc(C(=O)Nc2ccc(Br)cc2C(=O)c2ccccc2)c1	0.1%	-6%	2%	-6%	i	-16%	11%	-1%	1%
CCCC(C)(COC(N)=O)COC(=O)NC(C)C (centres undefined)	-1.3%	6%&0%&-1%	2%	8%	?	-15%	-3%	-9%	-8%&-5%&-6%
Cc1ccc(OCC(=O)N2CCN(Cc3ccc(F)cc3)CC2)cc1	3.8%	·	-5%	·	·	-20%	·	-30%	·
CCOP(=O)(OCC)/C(C#N)=C/c1ccc(-c2ccc(F)cc2F)o1	-0.5%	0%	-12%	-5%	?	-29%	-29%	1%	·
CNC(=O)Oc1c(C)[nH]ccc1=O	-1.2%	·	·	-1%	i	·	4%	-3%	·
CC(C)(C)OC(=O)N1CC(O)CC1C(=O)OCC(=O)c1ccc(-c2ccccc2)cc1 (centres undefined)	0.7%	?	-2%	2%	i	-7%	-7%	3%	15%
O=[N+]([O-])c1ccc(NCCO)c2ncccc12	2.3%	-1%	-12%	-6%	i	-10%	-3%	1%	-10%
N#CC(C#N)=Cc1ccc(-c2ccccc2F)o1	4.1%	-29%	-4%	16%	?	-30%	44%[activator]	6%	?
O=c1c2ccccc2nc(CNCc2ccco2)n1-c1ccc(F)cc1	-0.6%	2%	-11%	7%	i	2%	-10%	0%	6%
c1ccc(-c2cc(-c3ccccc3)[n+](-c3ccccc3)c(-c3ccccc3)c2)cc1	-2.8%	21%	?	13µM*	·	?	1%	-23%	8.9µM*
COc1ccc(C2=C(C(C)=O)Sc3nnc(-c4ccc(C)cc4)n3N2C(C)=O)cc1OC	5.8%	·	-12%	?	·	·	·	-16%	·
O=C(CCc1ccccc1)N1Cc2cc(-c3cccc(F)c3)ccc2-n2nncc2C1	6.4%	·	·	?	?	·	-10%	-1%	?
COc1ccc(N2C(=O)/C(=C/c3cc(C)n(-c4ccc(C)cn4)c3C)C(=O)NC2=S)c(OC)c1	-0.3%	-7%	-5%	3%	?	-9%	1%[57.1 µM]	-20%	·
O=c1[nH]c(=S)[nH]c(O)c1N=Nc1cc(S(=O)(=O)Nc2ccc(Cl)cc2)ccc1Cl	-0.7%	-1%	-18%	-20%	?	-26%	-9%	-4%	-24%
Cc1ccc(C2N(c3cc(C)on3)C(=O)C3CCCN32)cc1 (centres undefined)	-0.4%	3%	2%	2%	?	15%	5%	0%	0%
CNC(=O)ON(C(=O)NC)C1N(C)C(=S)SC1(C)C (centres undefined)	0.1%	3%	-19%	?	i	2%	19%	6%	16%
CC(=O)O[C@H]1CCC2C3CC[C@H]4[C@@H](O)[C@H](O)CC[C@]4(C)C3CC[C@@]21C (some centres undefined)	0.5%	-5%	1%	-9%	i	-14%	11%	8%	-6%
CCC(=O)OC1(c2ccccc2)CCN(C)CC1C (centres undefined)	-0.2%	13%&2%	1%	-5%	?	23%	16%	-3%	-8%
O=C(Oc1ccc2c(c1)CCC2)N1CCOCC1	0.6%	1%	2%	33%[activator]	?	13%	7%	0%	34%
CCOc1cccc(=NC2CCCCC2)c2c(C)[nH]c(C)c12	15%	16%	-24%	10µM*	i	?	-11%	-85%	?
Clc1cccc(N2CCNCC2)n1	0.2%	2%	8%	7%	?	?	-4%	-15%	-13%
O=c1[nH]c2ccccc2n1C1CCN(C(c2ccccc2OC(F)(F)F)c2nnnn2Cc2ccccc2)CC1 (centres undefined)	-3.0%	·	·	11µM*	10µM*	·	?	-39%	18µM*
CC(=O)OC1(c2ccccc2)CC(C(C)(C)C)CN(C(C)(C)C)C1 (centres undefined)	0.2%	0%	11%	8%	i	-10%	8%	5%	-3%
CCCCc1cc(=O)oc2c3c(cc(OCC(=O)N4CCC[C@H]4C(=O)O)c12)OC(C)(C)CC3	-0.5%	?	-2%	9%	i	-5%	9%	5%	1%
O=C1NCN(c2ccccc2)C12CCN(C(c1ccccc1OC(F)(F)F)c1nnnn1Cc1ccccc1)CC2 (centres undefined)	-2.3%	·	·	?	·	·	?	-46%	-20%
Cc1ccc(NP(=O)(Oc2ccccc2F)Oc2ccccc2F)cc1	-0.8%	18µM*	-16%	?	?	?	-18%	-27%	-30%
COC(=O)C1=C(c2cccc(Cl)c2)C[C@@H]2CC[C@H]1N2C(=O)N1CCCC1	-1.2%	-17%	8%	?	i	?	-15%	-23%	-21%
O=C(CN1CCCCC1)c1ccccc1Cl	0.6%	22%	1%	?	i	-9%	-4%	-20%	2%
O=[N+]([O-])c1cc(F)c(N2CCCCCC2)cc1N1CCNCC1	2.0%	11%	0%	1%	i	11%	13%	5%	-13%
CCOc1ccc(CN(CCc2ccc3c(c2)OCO3)Cc2ccc(OC)c(Br)c2)cc1	-0.8%	·	16%	-18%	·	13%	·	-17%	·
Cc1ccc(-c2csc(NC(CO)c3nc4ccccc4n3CCOCCO)n2)cc1 (centres undefined)	6.8%	?	-1%	?	i	10%	2%	-13%	11%
N#C/C(=C\c1ccc(O)cc1)C(=O)O (tested in a mixture with another compound)	0.4%	-4%	1%	1%	i	9%	-4%	-28%	-17%
O=C(NCc1ccc2c(c1)CCN2C(=O)c1ccccc1)Nc1cccc(C(F)(F)F)c1	-2.9%	·	-12%	2.8µM*	·	·	·	-10%	·
O=C1CN=C(c2ccc(F)cc2)c2oc3ccccc3c2N1	8.2%	-1%	6%	16%	i	2%	10%	4%	-7%
COc1ccc2c(c1OC)C(=O)OC2C1c2cc3c(cc2CCN1C)OCO3 (centres undefined)	-0.3%	?	-7%	-7%	?	-11%	-5%	1%	10%
C[C@H](CO)N1C[C@H](C)[C@@H](CN(C)C(=O)NC2CCCCC2)Oc2c(cccc2N(C)C)C1=O	2.2%	-35%[inhibitor]	-9%	12%	i	5%	9%	-8%	-11%
CC(C)N1CCN(Cc2cccc3c2OCO3)CC1CCO (centres undefined)	-1.0%	13%	1%	-13%	?	1%	2%	-8%	·
CC1(C)Cc2c(c(N3CCOCC3)nc3sc4c(NCc5ccccc5)nnnc4c23)CS1	-0.6%	21%	-2%	19%	i	2.6µM*	-2%	-12%	-29%
COc1ccc([N+](=O)[O-])cc1CSc1ccccn1	11µM*	8%	8%	4%	i	26%	-30%	-9%	·
CCc1ccc(CN2CCN(Cc3cc(Br)ccc3O)CC2)cc1	0.5%	?	3%	?	i	?	-7%	-25%	-34%
CCC(c1nnnn1C(C)(C)C)N1CCC2(CC1)C(=O)NCN2c1ccccc1 (centres undefined)	0.4%	·	·	?	?	·	15%	5%	-7%
O=C1C2CCN(CC2)C1Cc1ccccc1O (centres undefined)	-0.8%	1%	10%	0%	i	10%	12%	16%	1%
COc1ccccc1CCNCc1cccc(C(F)(F)F)c1	-0.6%	5%	-15%	1%	i	-11%	8%	13%	-11%
CC1=CC(=C2C(=O)NC(=S)NC2=O)C=C(C(F)(F)F)N1C	-0.3%	0%	?	2%	?	9%	-3%	-1%	1%
Cc1cccc(N(C)S(=O)(=O)c2cc(-c3cnc(C4CC4)o3)ccc2C)c1	-0.2%	·	-4%	?	i	·	·	-32%	3%
CCc1nnc(NS(=O)(=O)c2ccc(N=Cc3c(O)n(-c4ccc(Cl)cc4)c(=O)[nH]c3=O)cc2)s1	-0.1%	-1%	-8%	3%	i	1%	-3%	2%	-13%[11.3 µM]
O=C1CC(=O)N(c2ccc3c(c2)OCO3)C(=O)N1	-0.6%	2%	-2%	-1%	i	4%	6%	-23%	-5%
CC(C)N(Cc1nccn1C)C(=O)CCc1nnc(CCCc2ccccc2)o1	4.4%	-3%	-8%	-25%	i	?	1%	-7%	·

A draw from above in order of molecular weight, ascending:
SMILES	Nrf2 activator	MCF10A rerep	A549 viability	TGFb SMAD3 inh	S2 tox	Nrf2 block	EPAC2 antagonist	HepG2 viability	ATXN2 expr inh
O=C1C2CCN(CC2)C1Cc1ccccc1O (centres undefined)	-0.8%	1%	10%	0%	i	10%	12%	16%	1%
O=C1CC(=O)N(c2ccc3c(c2)OCO3)C(=O)N1	-0.6%	2%	-2%	-1%	i	4%	6%	-23%	-5%
COc1ccc([N+](=O)[O-])cc1CSc1ccccn1	11µM*	8%	8%	4%	i	26%	-30%	-9%	·
CC(C)N1CCN(Cc2cccc3c2OCO3)CC1CCO (centres undefined)	-1.0%	13%	1%	-13%	?	1%	2%	-8%	·
COc1ccccc1CCNCc1cccc(C(F)(F)F)c1	-0.6%	5%	-15%	1%	i	-11%	8%	13%	-11%
CC1=CC(=C2C(=O)NC(=S)NC2=O)C=C(C(F)(F)F)N1C	-0.3%	0%	?	2%	?	9%	-3%	-1%	1%
Cc1cccc(N(C)S(=O)(=O)c2cc(-c3cnc(C4CC4)o3)ccc2C)c1	-0.2%	·	-4%	?	i	·	·	-32%	3%
CCc1ccc(CN2CCN(Cc3cc(Br)ccc3O)CC2)cc1	0.5%	?	3%	?	i	?	-7%	-25%	-34%
CC1(C)Cc2c(c(N3CCOCC3)nc3sc4c(NCc5ccccc5)nnnc4c23)CS1	-0.6%	21%	-2%	19%	i	2.6µM*	-2%	-12%	-29%
